# Source: PubChem
# CCHF vOTU inh = CCHFV vOTU protease inhibitors, primary screen, biochemical, Pep-AMC substrate, fluorescence; inhibition, % at 11.5 µM; AID 651958, 2012; 370,000 tested, 0.55% active; Crimean-Congo hemorrhagic fever virus L polyprotein viral ovarian tumor (vOTU) protease …; in the data active = inhibition above about 30%; note: 0% = vehicle wells with enzyme and 100% = no enzyme wells
# * hit, by the source's call. Only part of the results is shown, so the mix of outcomes need not match the whole.
SMILES,CCHF vOTU inh
COC(=O)[C@]12C[C@H](CC(=O)N3CCCCC3)C(=O)N(Cc3ccco3)C1=C[C@H](COCc1ccccc1)O[C@@H]2C,-1
CCCCN1C(=O)N2CCc3ccccc3C2CS1(=O)=O (configuration not stated),-5
O=C(CSc1nnc(-c2ccccc2)n1Cc1ccco1)Nc1ccc(Oc2ccccc2)cc1,9
CCOC(=O)[C@@]12CCC3=C1N(CCC3)C(=O)[C@H](CC(=O)NCCC(C)C)C2,0
Cc1cc(-c2n[nH]c(=S)n2N=Cc2ccc(-c3ccccc3)cc2)n[nH]1,0
O=C(CSc1nnc(-c2ccccc2)n1Cc1ccco1)Nc1ccccc1-c1ccccc1,15
CC(C)(C)NC(=O)C(c1ccccc1)n1c(-c2ccc(-c3ccccc3)cc2)nc2ccccc21 (configuration not stated),18
CC(C)CN1C(=O)CN(S(C)(=O)=O)CC1(C)C(=O)Nc1ccc2c(c1)OCCO2 (configuration not stated),1
Cc1cc(NC(=O)c2ccc(NS(=O)(=O)c3ccc(C)c(C)c3)cc2)no1,6
COC(=O)[C@]12C[C@H](CC(=O)NCC34CC5CC(CC(C5)C3)C4)C(=O)N(CCc3ccc(OC)c(OC)c3)C1=C[C@H](C(C)C)O[C@@H]2C1CC1,21
COC(=O)C[C@@H]1CC[C@@H](NS(=O)(=O)c2cccc(OC)c2)[C@@H](CO)O1,-7
CC(C)C[C@H]1COc2cc(Br)ccc2S(=O)(=O)N1Cc1cn(Cc2ccc(Br)cc2)nn1,-5
C=CCN1C(C(=O)OC)CN(Cc2cn(Cc3ccccc3)nn2)CCS1(=O)=O (configuration not stated),3
CCOC(=O)[C@]12CCCCC/C=C\1N(CCc1ccc(Cl)cc1)C(=O)[C@H]2CC(=O)NCc1cccc2ccccc12,15
CC(C)CN1C(=O)CN(S(C)(=O)=O)CC1(C)C(=O)NCc1ccccc1 (configuration not stated),2
Cc1ccc(Cn2c(=O)n(Cc3ccc(C(=O)NCC4COC4)cc3)c(=O)c3ccccc32)cc1,8
O=S(=O)(NCc1ccc(Cl)c(Cl)c1)c1cc(Cl)ccc1N1CC[C@@H](O)C1,10
CCC(C)CN1C(=O)CN(S(C)(=O)=O)CC1(C)C(=O)NC(C)C (configuration not stated),-2
COC(=O)[C@@H](Cc1ccccc1)N[C@H](/C=C/c1ccccc1)[C@@H](O)Cc1ccccc1,0
O=C(Nc1c(-c2ccc(C(F)(F)F)cc2)nc2ncccn12)c1ccc(F)cc1,22
CCCCCn1cc(CCC(=O)Nc2ccc(Oc3cccnc3)cc2)c2ccccc21,27
CC(C)CC(=O)N1CCC(C(=O)NCC2COc3ccccc3O2)CC1 (configuration not stated),0
COc1ccc(-n2c(SCC(=O)N/N=C(/C)c3cccc(O)c3)nc3ccccc3c2=O)cc1,9
COC(=O)c1cc2c(c3c4cc(OC)ccc4n(S(=O)(=O)c4ccc(OC)cc4)c13)C(=O)N(Cc1ccccc1OC)C2,-2
COc1ccc(OC)c(S(=O)(=O)N2CCC(C(=O)N3CCN(C4CCCCC4)CC3)CC2)c1,-8
# More compounds
SMILES,CCHF vOTU inh
N#Cc1ccc(/C=C2\CC3(OC(=O)c4cccc(F)c4)CCCN2C3)cc1 (configuration not stated),6
CCCC(=O)OC12CCCN(C1)/C(=C/c1cccc(Cl)c1)C2 (configuration not stated),3
O=C(NCc1ccccc1Cl)C1CCCN(c2nc3ccccc3o2)C1 (configuration not stated),2
C[C@@H]1Cn2cnc(C(=O)N3CCN(C(=O)OC(C)(C)C)CC3)c2C(=O)N1,-2
COc1cccc(/C=C2\CC3(OC(C)=O)CCCN2C3)c1 (configuration not stated),-4
COC(=O)C1=C(C)N(Cc2cccc(C(F)(F)F)c2)C(=NCc2ccc(OC)cc2)NC1c1ccc(F)cc1 (configuration not stated),17
CC(C)C[C@H](NC(=O)c1ccccn1)C(=O)N1CCC[C@H]1C(=O)NCc1ccccc1,3
C[C@@H](/C=C/C(=O)OC(C)(C)C)Sc1ccc(C(C)(C)C)cc1,4
O=C(Nc1ccccc1)Nc1nc2ncccn2c1-c1ccc(F)c(F)c1,-10
O=S1(=O)c2cc(Cl)ccc2N2CCC[C@@H]2CN1Cc1ccc(Cl)c(Cl)c1,1
CN(c1ccc(NC(=O)Cc2cn(C)c3ccccc23)cc1)c1ccccn1,0
Nc1nc2ccccc2cc1C(=O)NCc1ccc(-c2ccccc2)cc1,-2
COc1ccc(N2CCN(CCCNC(=O)CCc3ccc(F)cc3)CC2)cc1,-6
COC(=O)[C@]12C[C@H](CC(=O)NCCC(C)C)C(=O)N(Cc3ccco3)C1=C[C@H](C1CCCC1)O[C@@H]2C,19
CCN(CC)c1ccc(C=Nn2c(C)nnc2C)cc1,12
Cc1csc(NC(=O)c2ccc(COc3ccc(Cl)c(Cl)c3)o2)n1,4
COc1ccc(-n2c(SCC(=O)Nc3ccc4c(c3)OCO4)nc3sc4c(c3c2=O)CCCC4)cc1,0
CC(=O)Nc1ccc(S(=O)(=O)N2CCN(C(=O)C(=O)c3cccc(C(F)(F)F)c3)CC2)cc1,1
CCCCCCC12C(=Cc3cc4c(cc31)OCCO4)c1cc(OC)c(OC)cc1C(CC(=O)OC)N2C(=O)OC (configuration not stated),-7
COC(=O)[C@]12C[C@H](CC(=O)N3CCSCC3)C(=O)N(Cc3ccccc3)C1=C[C@H](C(C)(C)C)O[C@@H]2C,17
COC(=O)c1cccc2c([N+](=O)[O-])c(NC(C)=O)cc(C(=O)OC)c12,-2
CC(=O)Nc1c(-c2ccc(F)cc2)nc2ncccn12,-46
CCCc1ccc(-c2cc(NC(=O)Cc3c(C)[nH]c4ccccc34)ccc2Nc2cccnc2)cc1,12
COc1ccccc1CNS(=O)(=O)c1ccc(F)cc1Br,7
CCOC(=O)CC[C@@H]1CC[C@]2(CCCN(Cc3ccncc3)C2)O1,-2

# A run of entries from further up, for reference:
SMILES,CCHF vOTU inh
N#Cc1ccc(/C=C2\CC3(OC(=O)c4cccc(F)c4)CCCN2C3)cc1 (configuration not stated),6
CCCC(=O)OC12CCCN(C1)/C(=C/c1cccc(Cl)c1)C2 (configuration not stated),3
O=C(NCc1ccccc1Cl)C1CCCN(c2nc3ccccc3o2)C1 (configuration not stated),2
C[C@@H]1Cn2cnc(C(=O)N3CCN(C(=O)OC(C)(C)C)CC3)c2C(=O)N1,-2
COc1cccc(/C=C2\CC3(OC(C)=O)CCCN2C3)c1 (configuration not stated),-4
COC(=O)C1=C(C)N(Cc2cccc(C(F)(F)F)c2)C(=NCc2ccc(OC)cc2)NC1c1ccc(F)cc1 (configuration not stated),17
CC(C)C[C@H](NC(=O)c1ccccn1)C(=O)N1CCC[C@H]1C(=O)NCc1ccccc1,3

# In a second layout: results already given.
mol	CCHF vOTU inh
C[C@@H](/C=C/C(=O)OC(C)(C)C)Sc1ccc(C(C)(C)C)cc1	4
O=C(Nc1ccccc1)Nc1nc2ncccn2c1-c1ccc(F)c(F)c1	-10

# Some values from the entries so far:
# Entry for COC(=O)c1cccc2c([N+](=O)[O-])c(NC(C)=O)cc(C(=O)OC)c12 under CCHF vOTU inh: -2
# Entry for COC(=O)[C@]12C[C@H](CC(=O)NCCC(C)C)C(=O)N(Cc3ccco3)C1=C[C@H](C1CCCC1)O[C@@H]2C under CCHF vOTU inh: 19

# More structures follow:
SMILES,CCHF vOTU inh
Clc1ccc(-c2nnc3n2N=C(c2ccc(-c4ccccc4)cc2)CS3)c(Cl)c1,8
Nc1cc(=O)n(Cc2ccccc2)c(N)c1C(=O)NCc1ccccc1,2
COc1ccc(OC)c(CN(CC(F)(F)F)S(=O)(=O)c2ccccc2Br)c1,4
Cc1cccc(C)c1NC(=O)C(c1ccc(C#N)cc1)n1c(=O)c(-c2ccco2)nc2ccccc21 (configuration not stated),6
CCN(CC)CCCNC(=O)CSc1nnc(-c2ccncc2)n1-c1ccc(OC)cc1,9
O=C(Nc1ccc(F)cc1F)C1CCN(c2nnc(-n3cccc3)s2)CC1,6
Cc1cnc(-c2nc3ccccc3n2C(C(=O)NC(C)(C)C)c2ccccc2)cn1 (configuration not stated),-3
COC(=O)[C@]12C[C@H](CC(=O)N3CCOCC3)C(=O)N(Cc3cccc4ccccc34)C1=C[C@H](C(C)C)O[C@@H]2C1CC1,5
O=C(N[C@H](C(=O)N1CCC[C@H]1C(=O)NC1CCCC1)C1CCCCC1)c1nccs1,-9
COc1ccc(Oc2c(Cl)cnn(CC(=O)C(c3ccccc3)c3ccccc3)c2=O)cc1,0
O=C(NCC1COc2ccccc2O1)c1ccc(NC(=O)c2cccc(F)c2F)cc1 (configuration not stated),2
COC(=O)[C@@]12C[C@@H](CC(=O)NCC3CCCCC3)C(=O)N(Cc3ccc4c(c3)OCO4)C1=CCC(C)(C)C2,16
C=CCN1[C@@H](CC(C)C)COc2cccc(N3CCCC3)c2S1(=O)=O,13
O=C(Nc1ccc(F)cc1)C(c1cc2ccccc2o1)N1CCN(C(=O)c2ccco2)CC1 (configuration not stated),20
COc1ccc(CN2CN3Cc4cc(OC)ccc4C3CS2(=O)=O)cc1 (configuration not stated),-4
Cc1noc(C)c1S(=O)(=O)N1CCCc2nc(-c3ccc(Br)cc3)ccc21,9
COC(=O)[C@]12C[C@H](CC(=O)N3CCN(C(=O)c4ccco4)CC3)C(=O)N(Cc3ccc(Cl)cc3Cl)C1=C[C@H](C(C)(C)C)O[C@@H]2C,18
O=C(NCCN1CCC(n2c(=O)[nH]c3cc(Cl)ccc32)CC1)c1ccc(F)cc1,-2
CN(NC(=O)C(=O)NCc1ccco1)C(=O)NC1CCCCC1,-5
CCOC(=O)[C@]12CCCC=C1N(Cc1ccccc1)C(=O)[C@H](CC(=O)NCc1ccc(C)o1)C2,4
Cc1cc(C)cc(C(=O)OCCCN(C)C2CN(Cc3cn(Cc4ccccc4C(F)(F)F)nn3)S(=O)(=O)C2)c1 (configuration not stated),17
O=C(N[C@H](Cc1ccccc1)C(=O)NCc1cccc2ccccc12)[C@H]1O[C@@H](n2ccc(=O)[nH]c2=O)[C@H](O)[C@@H]1O,-8
O=C(NCC1CCN(C(=O)C(=O)c2cccs2)CC1)c1ccc2c(c1)OCO2,-6
OC(c1ccccc1)(c1ccccc1)C1CCN(CCCOc2ccc(-c3ccncc3)cc2)CC1,18
CC1(c2nnnn2-c2ccc(F)cc2)CCCC(=O)N1CCc1c[nH]c2ccccc12 (configuration not stated),0
# Further records
SMILES,CCHF vOTU inh
COC(=O)[C@]12C[C@H](CC(=O)NCc3cccc(C(F)(F)F)c3)C(=O)N(Cc3ccco3)C1=C[C@H](C(C)(C)C)O[C@@H]2C,32*
COC(=O)c1cc2c(c3c4cc(F)ccc4n(C(=O)c4ccccc4)c13)C(=O)N(Cc1ccco1)C2,5
Cc1onc(-c2c(F)cccc2Cl)c1-c1ncc(-c2ccc(Cl)cc2)o1,16
COCCCn1cc(CN2CC=CS2(=O)=O)nn1,6
COc1ccc(CC(=O)NCC2CCN(C(=O)C(=O)c3cc4ccccc4o3)CC2)cc1,3
O=C(OCCN1CCN(C2CN(Cc3cn(Cc4ccccc4C(F)(F)F)nn3)S(=O)(=O)C2)CC1)c1cc2ccccc2o1 (configuration not stated),-1
COc1ccccc1CCn1cnc(-c2ccc(F)cc2F)c1CC(C)C,29
C=CCN1CC[C@]23c4c5ccc(O)c4OC2C(=O)CC[C@@]3(O)[C@H]1C5 (some centres not stated),-1
O=C(O)COc1ccccc1C=NNC(=O)Cc1cc(=O)[nH][nH]1,-6
COC(=O)[C@]12C[C@H](CC(=O)NCc3cccs3)C(=O)N(CCC3=CCCCC3)C1=C[C@H](C1CCCC1)O[C@@H]2C,-2
Fc1cccc(Cn2ccc3ccc(-c4ccc5ccn(Cc6cccc(F)c6)c5c4)cc32)c1,-2
COc1ccc(C2CC(=O)C(c3cccc(OC)c3)=CN2Cc2ccccc2)cc1 (configuration not stated),10
O=C(Nc1ccc2ccccc2c1)C(c1ccc(C(F)(F)F)cc1)n1c(=O)c(-c2cc3ccccc3[nH]2)nc2ccccc21 (configuration not stated),1
C=CCOC(=O)Nc1nc(CCNC(=O)OC(C)(C)C)c(C(=O)O)s1,-3
O=C(NC1CCCCN(Cc2ccc(Cl)cc2)C1=O)c1cccs1 (configuration not stated),3
COC(=O)[C@@]12C[C@@H](CC(=O)NCc3cccc(C(F)(F)F)c3)C(=O)N(Cc3cccc4ccccc34)C1=CCC(C)(C)C2,31*
CCc1cc2c(nc1CC)CCCN2S(=O)(=O)c1cccs1,9
OCCN1CN(c2ccccc2)C(=S)N(c2ccccc2)C1,-7
COc1cc(NC(=O)C2CCCN(S(=O)(=O)c3ccccc3)C2)cc(OC)c1 (configuration not stated),-3
COC(=O)[C@]12C[C@H](CC(=O)N3CCCCC3)C(=O)N(Cc3ccc(Cl)cc3Cl)C1=C[C@H](C(C)C)O[C@@H]2C1CC1,-1
COc1ccc(-n2c(SCC(=O)Nc3ccc4cn[nH]c4c3)nnc2-c2cccnc2)cc1,7
O=C1c2ccccc2NC(c2cc(Cl)cc(Cl)c2O)N1CCc1ccccn1 (configuration not stated),-7
O=S1(=O)c2ccc(Br)cc2OC[C@H](c2ccccc2)N1Cc1ccccc1,5
C[C@@H]1C=CCCO[C@]12C(=O)N(Cc1ccccc1C(F)(F)F)c1ccccc12,6
COC(=O)C1C(c2ccc(Cl)cc2)CC2CCC1N2C (configuration not stated),6
CSCCC(C(=O)NC(C)(C)C)n1c(-c2ccc3c(c2)OCO3)nc2ccccc21 (configuration not stated),-4
COC(=O)[C@]12C[C@H](CC(=O)NCc3cccs3)C(=O)N(Cc3ccc(Cl)cc3Cl)C1=C[C@H](COCc1ccccc1)O[C@@H]2C,3
COc1ccc(CN2CCC(CNC(=O)Nc3ccccc3)CC2)cc1,5
COc1ccc(C2CC(=O)C(c3cccc(Cl)c3)=CN2Cc2ccccc2)cc1 (configuration not stated),5
